Screening data: PubChem BioAssay, several laboratories
Keap1-Nrf2 PPI: inhibitors of human Keap1-Nrf2 protein-protein interaction; Keap1 Kelch-Nrf2 peptide fluorescence polarization, 1536-well; inhibition, % at 9.4 µM; 340,000 tested, 0.15% active; AID 504523; in the data active = inhibition above about 12%;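 also: human Keap1 Kelch domain with fluorescein labeled Nrf2 9mer peptide probe; 0% = neutral control wells and 100% = peptide positive control; higher means more block of Keap1 binding to Nrf2 peptide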
CAL PDZ FP-1: inhibitors of human CAL PDZ peptide binding. purified CAL PDZ, TMR-peptide fluorescence polarization, 1 h. AID 504414. 330,000 tested, 0.02% active. inhibition, % at 20 µM;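 active = highest replicate inhibition of at least 40%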;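 also: plate controls were DMSO neutral control wells for no effect and unlabeled competitor peptide control wells for full effect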
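material = purified tagged CAL PDZ domain construct (CerCALP) | compound dosing = 20 µM, one dose | times = 1 h at RT | measured by = fluorescence polarization from S- and P-plane intensities, G-factor corrected | read-out = inhibition from polarization loss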
LANA DNA inh: inhibitors of KSHV LANA C-terminal domain DNA binding. MBP-C-LANA/FAM-LBS DNA binding, fluorescence polarization. inhibition, % at 9 µM. 340,000 tested, 0.078% active;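 active = highest replicate inhibition at or above 60% at 9 µM, even if other replicates fall short; inactive = all replicates below 60% inhibition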;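 also: 0% = neutral control wells and 100% = 4 µM acridine orange control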
Arrestin-AP2 inh: human beta-arrestin and AP2 interaction inhibition; 340,000 tested, 0.31% active; FITC-arrestin peptide / GST-AP2 beads, flow cytometry; AP2 beta2 appendage carries R879A mutation; inhibition, % at 10 µM;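 active = inhibition above a set limit, near 3 SD of compounds lacking own fluorescence, cut at about 54% in these data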;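 also: plate controls were DMSO wells for no effect and 5 µM unlabelled arrestin peptide for full effect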
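Material – GST-tagged AP2 beta2-adaptin appendage (R879A) on 4 µm glutathione beads · Probe or stimulus – fluorescein-tagged arrestin peptide at 50 nM final · Timing – 12 min plus 1 h, RT · Detection – bead flow cytometry, FITC channel · Read-out basis – inhibition as reduced fluorescein signal on beads, percent · Medium – PBS plus Tween 20 (0.05%) and BSA (0.1%)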
CAL PDZ FP-2: CAL PDZ (human) peptide binding inhibition | purified CAL PDZ, TMR-peptide fluorescence polarization, 1 h | inhibition, % at 24.9 µM | 300,000 tested, 0.92% active | AID 602252;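 active = mean inhibition of at least 30% with at least half of replicates also reaching 30%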;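 also: 0% = DMSO neutral control and 100% = excess unlabeled competitor peptide PRC23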
Pemphigus Ab inh: blocks pemphigus antibody binding to human desmoglein-3; DSG3-coupled beads, scFv-anti-DSG3-GFP binding, flow cytometry; hits give low values; binding (percent of control), % at 10 µM; 310,000 tested, 0.48% active; P32926;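 active = binding more than 3 SD below its plate's average and above zero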;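 also: hits lower antibody fragment binding to DSG3; some compounds called inactive have numbers as strong as hits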
V-ATPase pHluor: yeast V-ATPase proton transport regulation by pHLuorin; S. cerevisiae, pHLuorin cytosolic pH fluorescence; response, % at 10 µM; 350,000 tested, 0.37% active; AID 504577; in the data active = response mostly above about 7.3%, no sharp cut-off; inactive = mostly below about 5.4%; also: actives read high; inactives centre near 0; some compounds called inactive have numbers as strong as hits; reference of the scale not given here
DAGLB inh: blocks human DAGLB lipase activity. Q8NCG7. HEK293T DAGLB membrane lysate, EnzChek fluorogenic substrate. 340,000 tested, 0.059% active. inhibition, % at 5.17 µM; in the data active = inhibition above about 34%;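 also: 0% = enzyme with vehicle and 100% = wells lacking enzyme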
Target sequence (Q8NCG7 whole entry, looked up): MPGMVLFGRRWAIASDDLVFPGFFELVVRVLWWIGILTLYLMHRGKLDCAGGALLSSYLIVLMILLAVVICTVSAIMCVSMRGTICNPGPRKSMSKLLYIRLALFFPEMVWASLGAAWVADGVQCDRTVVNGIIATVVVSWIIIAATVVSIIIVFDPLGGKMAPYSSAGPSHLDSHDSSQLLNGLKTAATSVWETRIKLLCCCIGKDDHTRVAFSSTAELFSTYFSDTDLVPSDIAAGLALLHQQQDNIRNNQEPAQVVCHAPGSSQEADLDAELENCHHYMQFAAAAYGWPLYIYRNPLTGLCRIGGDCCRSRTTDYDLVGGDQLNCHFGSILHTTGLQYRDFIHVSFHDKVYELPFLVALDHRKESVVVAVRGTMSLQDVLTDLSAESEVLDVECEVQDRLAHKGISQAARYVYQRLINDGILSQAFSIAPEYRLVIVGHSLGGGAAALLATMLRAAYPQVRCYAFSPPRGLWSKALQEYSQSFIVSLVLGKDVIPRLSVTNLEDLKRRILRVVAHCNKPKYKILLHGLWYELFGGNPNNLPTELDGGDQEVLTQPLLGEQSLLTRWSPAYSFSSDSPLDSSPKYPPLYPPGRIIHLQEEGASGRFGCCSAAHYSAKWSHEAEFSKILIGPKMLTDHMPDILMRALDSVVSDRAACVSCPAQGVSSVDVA
RTF Ca sens inh: cardiac RTF calcium desensitization. IANBD-labeled cardiac RTF, Ca2+ fluorescence. inhibition, % at 7.15 µM. 340,000 tested, 0.12% active. AID 493244;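 active = inhibition above the mean inhibition of all tested compounds plus 3 SD, cut at about 17% in these data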;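 also: assay run at fixed EC70 calcium of 1.6 mM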
NSD2 inh: NSD2 (human) methyltransferase inhibition; O96028; NSD2 peptide methylation, AlphaScreen, 120 min; inhibition, % at 12.5 µM; 310,000 tested, 0.54% active; AID 743445; in the data active = inhibition above about 50%
The depositor's hits bear a star; · = no result given. Only part of the results is shown; rates above refer to the full screens.

Results follow in this order: RTF Ca sens inh	Arrestin-AP2 inh	CAL PDZ FP-2	DAGLB inh	CAL PDZ FP-1	Keap1-Nrf2 PPI	V-ATPase pHluor	Pemphigus Ab inh	NSD2 inh	LANA DNA inh
CCc1nnc(NC(=O)C2CCN(c3ncnc4sc(C)c(C)c34)CC2)s1
  1	23	0	1	-0.5	-1	6	·	·	0.4
O=C(c1ccco1)N1CCN(c2c([N+](=O)[O-])nn(-c3cccc(Cl)c3)[n+]2[O-])CC1
  -3	-4	5	-3	0.1	0	-1	90	·	1.7
Cc1ccc(/C=C/c2ccc(=O)n(Cc3ccccc3Cl)n2)cc1
  -15	-3	-2	-4	-1.2	-1	2	107	14	2.7
COc1cccc(NC(=O)c2ccc3snnc3c2)c1
  -5	-2	-6	-1	-1.1	0	-2	75	2	-0.9
O=C(Nc1ccccc1C(=O)O)c1ncn[nH]1
  8	6	-2	-2	-0.3	1	2	97	21	-0.8
CC12CC(c3ccccc3O1)C(C(=O)NCc1ccccc1)C(=O)N2 (configuration not stated)
  0	20	2	2	-1.1	-2	0	100	-2	0.2
C=CCn1c(CSCc2ccc(C)cc2)nnc1SCC(=O)NCc1ccccc1
  -1	-6	-5	-2	·	-5	3	111	5	-3.3
Cc1ccc(S(=O)(=O)NC2(C(=O)O)CCCCC2)cc1
  -7	2	-1	1	-1.0	-1	-1	106	0	1.1
CCN(CC)C(=O)c1cn(C)c(=O)c2cc(OC)c(OC)cc12
  -30	-3	-3	1	-0.5	-3	0	99	·	0.1
O=C1c2ccccc2NC(c2ccc(O)cc2)N1/N=C/c1ccc(O)cc1 (configuration not stated)
  -25	-4	-2	1	-1.9	-1	-1	92	0	-0.4
C[N+]1=C(/C=C/Nc2ccccc2Cl)C(C)(C)c2ccccc21
  -6	-14	-1	-1	-0.7	-17	-2	109	12	-2.7
O=C(Nn1cnnc1)c1ccc([N+](=O)[O-])cc1Cl
  -1	9	·	-1	-0.2	-2	2	105	14	0.3
CCOC(=O)C1=C(C)NC(=O)C(C(N)=O)C12CCCCC2 (configuration not stated)
  -19	-3	-1	1	-2.3	2	4	96	-4	1.3
Cc1ccc(C(=O)NNC(=O)Cc2csc(-c3csc(C)n3)n2)cc1
  3	16	0	2	0.0	-2	0	106	-1	-2.1
CCc1ccc(C(C(=O)NC2CCCC2)N(C(=O)/C=C/C(=O)Nc2cc(C)on2)c2ccccc2C)cc1 (configuration not stated)
  -1	2	3	0	-2.7	-5	10*	98	-1	0.4

Next section, overlapping the part above by seven compounds.
Results follow in this order: RTF Ca sens inh	Arrestin-AP2 inh	CAL PDZ FP-2	DAGLB inh	CAL PDZ FP-1	Keap1-Nrf2 PPI	V-ATPase pHluor	Pemphigus Ab inh	NSD2 inh	LANA DNA inh
CCN(CC)C(=O)c1cn(C)c(=O)c2cc(OC)c(OC)cc12
  -30	-3	-3	1	-0.5	-3	0	99	·	0.1
O=C1c2ccccc2NC(c2ccc(O)cc2)N1/N=C/c1ccc(O)cc1 (configuration not stated)
  -25	-4	-2	1	-1.9	-1	-1	92	0	-0.4
C[N+]1=C(/C=C/Nc2ccccc2Cl)C(C)(C)c2ccccc21
  -6	-14	-1	-1	-0.7	-17	-2	109	12	-2.7
O=C(Nn1cnnc1)c1ccc([N+](=O)[O-])cc1Cl
  -1	9	·	-1	-0.2	-2	2	105	14	0.3
CCOC(=O)C1=C(C)NC(=O)C(C(N)=O)C12CCCCC2 (configuration not stated)
  -19	-3	-1	1	-2.3	2	4	96	-4	1.3
Cc1ccc(C(=O)NNC(=O)Cc2csc(-c3csc(C)n3)n2)cc1
  3	16	0	2	0.0	-2	0	106	-1	-2.1
CCc1ccc(C(C(=O)NC2CCCC2)N(C(=O)/C=C/C(=O)Nc2cc(C)on2)c2ccccc2C)cc1 (configuration not stated)
  -1	2	3	0	-2.7	-5	10*	98	-1	0.4
O=C(Oc1cc(=O)oc2c1c(=O)n1c3c(cccc23)CC1)c1ccc(F)cc1
  ·	20	·	·	·	·	-2	94	-2	·
Cc1c(Cl)cccc1NC(=O)c1ccco1
  -3	-3	-1	-3	-0.4	-1	2	109	-1	-0.2
CCC(=O)N1CCN(c2nc(-c3ccc(Cl)cc3)cs2)CC1
  4	-5	2	0	-3.1	1	6	104	0	-0.8
COc1ccccc1CNCC(c1ccccc1)c1ccccc1
  5	-8	-3	1	-1.4	-1	-2	105	5	2.0
CCCCCN(C(=O)CCC(=O)OCC(=O)Nc1cccc(SC)c1)c1c(N)n(CCCC)c(=O)[nH]c1=O
  4	-9	·	5	-1.5	-5	-6	104	-1	-1.3
O=C1OC(c2ccccc2)Sc2ccccc21 (configuration not stated)
  2	7	-5	-6	0.1	-2	8	104	-3	-0.4
COC(=O)c1nn(-c2ccc(OC)cc2)c(=O)cc1Sc1ccc(C)cc1
  ·	15	5	·	-0.3	0	1	207	23	-1.0
COc1ccc(C(=O)NCCCN=C2NS(=O)(=O)c3ccccc32)cc1
  0	4	5	2	-1.6	-6	-4	·	-3	0.2
COc1ccc(/C=N/NC(=O)c2ccc3nc[nH]c3c2)c(OC)c1OC
  ·	0	·	·	-1.2	0	-1	87	0	-0.5
CCC(NC(=O)CN1CCN(C(=O)c2cccs2)CC1)c1ccc(C)cc1 (configuration not stated)
  -2	12	-3	1	-3.7	-1	-4	90	-2	-0.5
CCOc1ccc(NCc2nnc(SCc3ccccc3Cl)n2-c2ccccc2)cc1
  -4	4	-11	-1	-1.2	-3	3	·	-1	-1.3
CCOC(=O)C1CCN(C(=O)COC(=O)c2ccc3c(c2)C(=O)N(c2ccc(OCC)cc2)C3=O)CC1
  -8	0	-3	-1	-6.2	-4	0	98	-1	-1.5
CCCC(C(=O)NC(C)(C)C)N(CC1CCCO1)C(=O)CNS(=O)(=O)c1ccc(F)cc1 (configuration not stated)
  -15	-8	-2	-2	-1.8	-4	3	·	83*	-0.8
c1ccc(CSc2nnc(-c3ccco3)c(-c3ccco3)n2)cc1
  0	4	·	7	-2.1	-1	5	84	·	7.9
COc1ccc(/C=N/NC(=O)CC(=O)N/N=C/c2ccc(OC)cc2)cc1
  6	-4	-3	-1	-2.1	-3	-1	89	0	-0.1
CCOC(=O)/C(C(C)=O)=C1\OC(=O)c2ccccc21
  -5	22	0	-4	·	1	-4	101	-4	-1.1
CCCc1cc(=O)oc2cc(C)cc(OCC(=O)NC3CCN(Cc4ccccc4)CC3)c12
  2	1	-1	-4	-1.9	-3	6	119	9	-1.0
Clc1cccc(Cl)c1CSc1nnc(/C=C/c2ccccc2)o1
  -3	-12	-5	-15	-0.6	2	-1	·	-1	-1.1
CCOC(=O)/C(C#N)=C/c1cc2ccccc2nc1N1CCCCC1
  -1	6	3	-1	0.2	1	0	111	-2	1.8
O=C(NCCc1ccccc1)C1CCC(CNS(=O)(=O)c2cccs2)CC1 (configuration not stated)
  -3	5	-4	-1	-0.1	1	-1	98	-8	0.3
COc1ccc(CCC(C)NCc2ccccc2OC)cc1 (configuration not stated)
  -5	-2	1	-4	-0.4	0	1	97	1	0.4
COCCNC(=O)NC(=O)COC(=O)c1ccc2[nH]c3c(c2c1)CCCC3
  0	25	-6	1	-0.9	-7	3	·	3	0.4
O=C(O)c1ccc(COCC(F)(F)C(F)F)o1
  -4	-8	2	2	-1.0	3	2	110	-1	0.4
O=C(N/N=C/c1c(F)c(F)c(F)c(F)c1F)c1ccc(Cn2cc(Br)cn2)o1
  -25	-8	-2	-4	-4.1	-6	3	113	2	0.3
Cc1nn(CCCC(=O)N2CCc3ccccc3C2)c(=O)c2cc3sccc3n12
  1	20	·	-3	-1.3	-5	-2	101	·	0.7
CCc1sc(C(=O)Nc2ccc3c(c2)OCO3)cc1C
  -2	7	·	-4	-0.4	1	0	97	1	-0.8
Cc1nccn1-c1ncnc2sc3c(c12)CCCC3
  1	-2	6	0	-0.6	-1	3	99	4	-0.9
O=C(CNS(=O)(=O)c1cccc(F)c1)OCC(=O)N1CCCC1=O
  -5	-10	-4	0	-0.1	0	4	·	-1	0.7
O=C(Cc1ccc(F)cc1)N[C@@H]1c2ccccc2CC[C@@H]1O
  -5	-1	-3	-2	0.3	-1	0	100	·	-2.7
COC(=O)C1=NNC(C(=O)c2ccco2)C1c1ccccc1 (configuration not stated)
  3	5	-2	3	-1.0	-9	0	99	0	-0.1
O=[N+]([O-])c1ccc(N2CCNCC2)cc1Sc1nc2ccccc2[nH]1
  14	-4	-1	0	-2.4	3	-3	96	4	1.5
CCCCn1c(N)c(N(CCC(C)C)C(=O)C2CSC3(C)CCC(=O)N23)c(=O)[nH]c1=O (configuration not stated)
  -2	9	-2	1	-2.9	-2	-4	109	0	1.8
CN(C)C=Nc1nonc1-c1ncn[nH]1
  -5	9	-4	-2	-0.5	-6	-7	·	0	-0.4
O=C(NCCOC(=O)c1ccccc1)c1ccccc1
  1	6	·	0	0.8	3	-3	97	-2	0.2
COc1cc2c(cc1NC(=O)c1cccc([N+](=O)[O-])c1C)oc1ccccc12
  -6	7	-22	-5	-1.6	3	4	99	-1	1.0
Cc1ccc(S(=O)(=O)Cn2nnnc2CN(Cc2ccco2)Cc2cccs2)cc1
  10	12	1	-4	0.0	-7	0	104	-3	2.1
CC(=O)Oc1ccc(C(=O)Nc2nnc(C)s2)cc1
  0	5	0	0	-0.2	-4	4	97	-2	-0.1
CN(Cc1ccccc1)C(=O)COc1ccc(-c2nnco2)cc1
  8	-7	0	-1	-1.1	4	0	87	-5	-0.6
CCOc1ccc(CNC(=S)N/N=C/c2cccnc2)cc1
  -3	2	5	0	-0.8	0	-4	111	0	-1.3
Cc1cc2oc(=O)cc(CN3CCC(C)CC3)c2cc1Cl
  -2	-4	-2	-6	-1.4	-4	0	·	·	-0.6
O=C(Nc1ccn(Cc2ccccc2)n1)c1cccc(F)c1
  1	5	-4	0	-2.5	-4	0	94	1	-0.6
NS(=O)(=O)c1cccc(NC(=O)COC(=O)CN2C(=O)c3ccccc3C2=O)c1
  -4	23	3	-2	-2.1	0	3	·	0	-3.0
COc1ccc(C(=O)Nc2nc(-c3ccc(OC)cc3)c(-c3ccc([N+](=O)[O-])cc3)s2)cc1
  3	13	3	-4	-1.4	-4	4	92	-3	0.5
Cc1cccc(NC(=O)CCNC(=O)c2ccccc2Cl)n1
  -7	-6	-3	3	-2.5	-8	4	108	-2	0.7
